From PubChem BioAssay
hIAP activ = human IAP activators, primary screen, biochemical, luminescence, uHTS | AID 2524, 2010 | Intestinal-type alkaline phosphatase (Homo sapiens), P09923 | purified human IAP, CDP-Star luminescence, 30 min; hits give high values; 1 = vehicle-only enzyme, 0 = enzyme-free background | 330,000 tested, 0.16% active | activation factor at 10 µM;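 active = activation factor of the enzyme at least 2-fold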; also: the source names both 10 and 20 µM as test concentration; values of inactives mirror those of a sister screen read the other way
Target sequence (P09923 whole entry, looked up): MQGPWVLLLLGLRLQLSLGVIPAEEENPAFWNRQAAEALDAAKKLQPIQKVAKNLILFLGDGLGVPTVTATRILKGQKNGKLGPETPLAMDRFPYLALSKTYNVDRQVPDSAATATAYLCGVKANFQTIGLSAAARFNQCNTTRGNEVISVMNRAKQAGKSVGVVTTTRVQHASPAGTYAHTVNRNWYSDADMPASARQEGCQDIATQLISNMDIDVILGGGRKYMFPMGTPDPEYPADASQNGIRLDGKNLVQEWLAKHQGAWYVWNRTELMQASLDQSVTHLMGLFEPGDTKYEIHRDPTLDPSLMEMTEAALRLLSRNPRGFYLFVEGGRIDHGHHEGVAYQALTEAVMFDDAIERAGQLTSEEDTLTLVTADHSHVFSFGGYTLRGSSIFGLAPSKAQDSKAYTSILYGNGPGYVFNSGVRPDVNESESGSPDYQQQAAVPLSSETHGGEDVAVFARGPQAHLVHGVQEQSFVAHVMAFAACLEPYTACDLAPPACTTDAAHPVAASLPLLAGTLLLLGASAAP
tim10-1 inh = growth inhibitors of tim10-1 mutant yeast, primary screen, luminescence, uHTS. S. cerevisiae tim10-1 ts strain growth, BacTiter-Glo, 24 h. inhibition, % at 20 µM. 330,000 tested, 2.2% active. AID 463190, 2010;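 active = inhibition of at least 40%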;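 also: mutant grown at 25 °C; 0% = DMSO wells with yeast and 100% = wells holding no yeast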
TIM10 inh = growth inhibitors of isogenic TIM10 control yeast, primary screen, counter-screen for tim10-1 yeast inhibitor project, luminescence, uHTS; S. cerevisiae TIM10 strain growth, BacTiter-Glo luminescence, 24 h; inhibition, % at 10 µM; 330,000 tested, 1.4% active;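 active = inhibition of 40% or more at the single tested concentration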;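 also: wild-type TIM10 isogenic control strain grown at permissive 25 °C; 0% = DMSO yeast wells and 100% = minimal medium wells without yeast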
mIAP inh = inhibitors of mouse IAP, primary screen, biochemical, luminescence, uHTS; intestinal alkaline phosphatase [Mus musculus]; purified mouse IAP, CDP-Star luminescence, 30 min; inhibition, % at 10 µM; 330,000 tested, 0.2% active;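 active = inhibition of at least 40% at 10 µM in the primary screen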;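 also: plate controls were DMSO with enzyme for no effect and no enzyme wells for full effect; values of inactives mirror those of a sister screen read the other way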
mIAP act = activators of mouse IAP, primary screen, biochemical, luminescence, uHTS | muIAP, CDP-Star luminescence, 30 min; hits give high values; 1 = vehicle-only enzyme signal, 0 = enzyme-free wells | intestinal alkaline phosphatase [Mus musculus] | 330,000 tested, 0.24% active | AID 2805, 2010 | activation factor at 10 µM;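 active = activation factor of at least 2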; also: the source names both 10 and 20 µM as test concentration; values of inactives mirror those of a sister screen read the other way
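System: mouse IAP enzyme. Reagent: CDP-Star chemiluminescent phosphatase substrate. Benchmarks: DMSO wells, no-enzyme wells. Times: 30 min enzyme-substrate-compound incubation at room temperature. Detection: luminescence from enzymatic CDP-Star hydrolysis. Doses: test compounds delivered from DMSO solution.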
NALP3 yeast inh = NALP3 inflammasome inhibitors in reconstituted yeast, primary screen, luminescence, uHTS | Yeast reconstituted NLRP3/ASC/caspase-1, beta-gal luminescence, 24 h | inhibition, % at 10 µM | 330,000 tested, 0.39% active | AID 2825, 2010;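 active = inhibition of 50% or more; inactive = inhibition below 50%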;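 also: plate controls were induced DMSO wells for no effect and uninduced yeast grown without galactose for full effect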
hIAP inh = human IAP inhibitors, primary screen, biochemical, luminescence, uHTS | inhibition, % at 10 µM | purified IAP, CDP-Star luminescence, 30 min | Intestinal-type alkaline phosphatase (Homo sapiens), P09923 | AID 2544, 2010 | 330,000 tested, 0.12% active;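 active = inhibition reaching a set limit with compound at 10 µM in the primary screen, cut at about 35% in these data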;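 also: plate controls were DMSO wells with enzyme for no effect and no-enzyme buffer wells for full effect; values of inactives mirror those of a sister screen read the other way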
ATG4B inhibitor = ATG4B protease inhibitors, primary screen, biochemical, fluorescence, uHTS; 340,000 tested, 0.51% active; inhibition, % at 8.33 µM; Cysteine protease ATG4B (Homo sapiens), Q9Y4P1; ATG4B cleavage of LC3-PLA2, NBD-HPC fluorescence, 1 h; in the data active = inhibition above about 40%
Target sequence (Q9Y4P1 whole entry, looked up): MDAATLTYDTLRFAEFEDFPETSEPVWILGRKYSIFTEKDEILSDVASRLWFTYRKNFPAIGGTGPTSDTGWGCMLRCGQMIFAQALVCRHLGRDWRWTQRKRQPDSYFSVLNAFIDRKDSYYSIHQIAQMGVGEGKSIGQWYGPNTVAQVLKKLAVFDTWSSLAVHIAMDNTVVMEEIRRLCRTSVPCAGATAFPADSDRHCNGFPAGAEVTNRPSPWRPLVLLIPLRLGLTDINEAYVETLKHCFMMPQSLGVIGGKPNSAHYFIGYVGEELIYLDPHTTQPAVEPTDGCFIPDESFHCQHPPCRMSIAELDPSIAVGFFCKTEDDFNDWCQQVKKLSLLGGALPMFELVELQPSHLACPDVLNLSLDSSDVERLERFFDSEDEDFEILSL
Apaf-1 inh = inhibitors of human Apaf-1 apoptosome, primary screen, biochemical, DEVD-Rh110 fluorescence, uHTS | Apoptotic protease-activating factor 1 (Homo sapiens), O14727 | reconstituted apoptosome caspase-3 activity | inhibition, % at 20 µM | 330,000 tested, 0.71% active | AID 489030, 2010; active = inhibition of at least 40% at 20 µM;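 also: plate controls were DMSO wells for no effect and DEVD-CHO caspase inhibitor wells for full effect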
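Material: cell-free apoptosome with Apaf-1, procaspase-3 and caspase-9; Buffer or medium: Hepes pH 7.5 with detergent and BSA; Reagent: cytochrome c trigger plus (Z-DEVD)2-Rh110 caspase-3 substrate; Times: compound with Apaf-1, dATP, procaspase-3 30 min, then 50 min reaction, room temperature; Technique: Rh110 fluorescence intensity.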
Starred values were filed as active, the others as inactive.

COc1ccc(Nc2nc(CC(C)=O)ns2)cc1 was read as hIAP activ 1.2, tim10-1 inh 11, TIM10 inh -4, mIAP inh -2, mIAP act 1, NALP3 yeast inh -7, hIAP inh -18, ATG4B inhibitor -2 and Apaf-1 inh 0.
`O=c1c2ccccc2oc2nc(-c3ccco3)n(-c3ccccc3)c(=O)c12` gave hIAP activ 0.77, tim10-1 inh -4, TIM10 inh 5, mIAP inh 2, mIAP act 0.98, NALP3 yeast inh 14, hIAP inh 23, ATG4B inhibitor 0 and Apaf-1 inh 0.
O=C(Nc1ccc(F)c(Cl)c1)Nc1cnccn1 was read as hIAP activ 0.85, tim10-1 inh 2, TIM10 inh -9, mIAP inh -6, mIAP act 1.1, NALP3 yeast inh 13, hIAP inh 14, ATG4B inhibitor 10 and Apaf-1 inh 7.
CC(C)c1nc(N2CCOCC2)c(C#N)c2c1COC(C)(C)C2 was read as hIAP activ 1.1, tim10-1 inh 23, TIM10 inh 14, mIAP inh 12, mIAP act 0.88, NALP3 yeast inh 10, hIAP inh -7, ATG4B inhibitor -4 and Apaf-1 inh 5.
Cc1ccc(C(=O)Nc2ccc(Oc3ccc(C(=O)O)c(C(=O)O)c3)cc2)cc1C was read as hIAP activ 1.1, tim10-1 inh 7, TIM10 inh 0, mIAP inh 6, mIAP act 0.94, NALP3 yeast inh 5, hIAP inh -11, ATG4B inhibitor 6 and Apaf-1 inh 3.
`O=C(c1ccsc1)N1CCCC(Nc2cccc(F)c2)C1` (centres undefined) gave hIAP activ 1.1, tim10-1 inh -1, TIM10 inh 6, mIAP inh -1, mIAP act 1, NALP3 yeast inh 10, hIAP inh -8, ATG4B inhibitor 22 and Apaf-1 inh 10.
Screening Cc1ccc(OCCNC(=O)CN2C(=O)NC3(CCCC3)C2=O)cc1 returned hIAP activ 1.1, tim10-1 inh -13, TIM10 inh 0, mIAP inh 4, mIAP act 0.96, NALP3 yeast inh 15, hIAP inh -8, ATG4B inhibitor -6 and Apaf-1 inh -3.
Screening Cc1cc(C)cc(NC(=O)/C(C#N)=C/c2cn(CC(=O)NCc3ccco3)c3ccccc23)c1 returned hIAP activ 0.9, tim10-1 inh 4, TIM10 inh 11, mIAP inh 7, mIAP act 0.93, NALP3 yeast inh 13, hIAP inh 10, ATG4B inhibitor -2 and Apaf-1 inh 2.
CCCCC(=O)NC(Nc1cc(C)ccn1)(C(=O)OCC)C(F)(F)F (centres undefined) was read as hIAP activ 0.97, tim10-1 inh -2, TIM10 inh -5, mIAP inh 2, mIAP act 0.97, NALP3 yeast inh 0, hIAP inh 3 and Apaf-1 inh -2.
`CSCCC(NC(N)=O)C(=O)NCc1ccc(Cl)cc1` (centres undefined) gave hIAP activ 1, tim10-1 inh 1, TIM10 inh 0, mIAP inh -3, mIAP act 1, NALP3 yeast inh 10, hIAP inh -3, ATG4B inhibitor 6 and Apaf-1 inh 11.
COCCn1cnc2c1c(=O)n(Cc1cc(C(C)=O)ccc1OC)c(=O)n2Cc1ccccc1 was read as hIAP activ 1.2, tim10-1 inh 24, TIM10 inh 13, mIAP inh 7, mIAP act 0.93, NALP3 yeast inh -28, hIAP inh -19, ATG4B inhibitor -6 and Apaf-1 inh 17.
CCOC(=O)N1CCN(C2CC(=O)N(c3ccccc3)C2=O)CC1 (centres undefined) was read as hIAP activ 1, tim10-1 inh 20, TIM10 inh 14, mIAP inh 11, mIAP act 0.89, NALP3 yeast inh 27, hIAP inh -3, ATG4B inhibitor -2 and Apaf-1 inh -15.
Screening CC(OC(=O)CCN=C1NS(=O)(=O)c2ccccc21)C(=O)N(C)C1CCCCC1 (centres undefined) returned hIAP activ 1, tim10-1 inh 8, TIM10 inh -3, mIAP inh -2, mIAP act 1, NALP3 yeast inh 21, hIAP inh -2, ATG4B inhibitor 4 and Apaf-1 inh 0.
`COc1ccccc1OCC(=O)Nc1ccccc1C(=O)N1CCCCC1` gave hIAP activ 1, tim10-1 inh 14, TIM10 inh 14, mIAP inh 4, mIAP act 0.96, NALP3 yeast inh 13, hIAP inh -2, ATG4B inhibitor 3 and Apaf-1 inh 0.
For CCN=C(NCC)SC1CC(=O)N(c2cccc(OCC)c2)C1=O (centres undefined) the results were hIAP activ 1, tim10-1 inh 16, TIM10 inh 19, mIAP inh -10, mIAP act 1.1, NALP3 yeast inh 2, hIAP inh -1, ATG4B inhibitor 0 and Apaf-1 inh 2.
Screening Cc1onc(-c2ccccc2)c1C(=O)NCCSCc1ccco1 returned hIAP activ 1, tim10-1 inh -1, TIM10 inh -5, mIAP inh 6, mIAP act 0.94, NALP3 yeast inh 20, hIAP inh -2, ATG4B inhibitor 2 and Apaf-1 inh -3.
`CCOC(=O)C1CCN(C(=O)CCNC(=O)c2cc(OC)c(OC)c(OC)c2)CC1` gave hIAP activ 1, tim10-1 inh -1, TIM10 inh 8, mIAP inh 2, mIAP act 0.98, NALP3 yeast inh 23, hIAP inh 0, ATG4B inhibitor -7 and Apaf-1 inh 0.
`O=C(OCC(=O)N1CCN(c2ccccc2)CC1)C1CCCN1S(=O)(=O)c1ccc(Cl)cc1` (centres undefined) gave hIAP activ 0.94, tim10-1 inh 9, TIM10 inh 4, mIAP inh 12, mIAP act 0.88, NALP3 yeast inh 8, hIAP inh 6, ATG4B inhibitor -9 and Apaf-1 inh 0.
`O=C(O)C1CCCN1C(=O)NC1CCCCC1` (centres undefined) gave hIAP activ 1.3, tim10-1 inh -11, TIM10 inh 1, mIAP inh 3, mIAP act 0.97, NALP3 yeast inh 6, hIAP inh -30, ATG4B inhibitor 0 and Apaf-1 inh -4.
Screening NC(=O)CCn1c2ccccc2c2ccccc21 returned hIAP activ 0.85, tim10-1 inh 12, TIM10 inh 9, mIAP inh 7, mIAP act 0.93, NALP3 yeast inh 5, hIAP inh 14, ATG4B inhibitor 9 and Apaf-1 inh -14.
CCOC(=O)Cn1cc(/C=C(/C#N)C(=O)NC(C)C)c2ccccc21 was read as hIAP activ 1, tim10-1 inh 32, TIM10 inh -6, mIAP inh 0, mIAP act 1, NALP3 yeast inh 13, hIAP inh -1, ATG4B inhibitor 8 and Apaf-1 inh 7.
For CCN(c1ccc(OC)cc1)S(=O)(=O)c1ccc2c(c1)CCN2C(=O)CCC(=O)O the results were hIAP activ 0.98, tim10-1 inh -1, TIM10 inh -4, mIAP inh 5, mIAP act 0.95, NALP3 yeast inh 6, hIAP inh 2, ATG4B inhibitor 1 and Apaf-1 inh 2.
For Cc1cc(C)c(C)c(S(=O)(=O)NCC(=O)Nc2ccc(F)cc2)c1C the results were hIAP activ 1.4, tim10-1 inh 18, TIM10 inh 5, mIAP inh -9, mIAP act 1.1, NALP3 yeast inh -3, hIAP inh -41, ATG4B inhibitor -1 and Apaf-1 inh 23.
For Cc1onc(-c2ccccc2)c1C(=O)NNC(=S)NC(=O)/C=C/c1cccs1 the results were hIAP activ 1.1, tim10-1 inh 32, TIM10 inh 31, mIAP inh 12, mIAP act 0.89, NALP3 yeast inh 34, hIAP inh -6, ATG4B inhibitor 13 and Apaf-1 inh -8.
For CCOCCc1nnc(NC(=O)C2CCN(C(=O)c3ccco3)CC2)s1 the results were hIAP activ 0.92, tim10-1 inh -14, TIM10 inh 6, mIAP inh 1, mIAP act 0.99, NALP3 yeast inh 5, hIAP inh 8, ATG4B inhibitor -8 and Apaf-1 inh 1.
`CCCCC(=O)N(Cc1nc2sc(C)c(C)c2c(=O)[nH]1)C1CCCC1` gave hIAP activ 1, tim10-1 inh 30, TIM10 inh 12, mIAP inh -9, mIAP act 1.1, NALP3 yeast inh 1, hIAP inh -4, ATG4B inhibitor -3 and Apaf-1 inh 14.
C/C(=N/NS(=O)(=O)c1cccc([N+](=O)[O-])c1)c1ccc2c(c1)OCO2 was read as hIAP activ 0.93, tim10-1 inh -9, TIM10 inh -5, mIAP inh 0, mIAP act 1, NALP3 yeast inh 14, hIAP inh 7, ATG4B inhibitor -2 and Apaf-1 inh 0.
Screening CCN(C(=O)CSc1nc2ccc(OC)cc2[nH]1)C1CCS(=O)(=O)C1 (centres undefined) returned hIAP activ 1, tim10-1 inh -17, TIM10 inh 4, mIAP inh 4, mIAP act 0.96, NALP3 yeast inh 19, hIAP inh 0, ATG4B inhibitor -5 and Apaf-1 inh -4.
Screening O=C(c1cc(Br)ccc1OC(F)F)N1CCN2CCCC2C1 (centres undefined) returned hIAP activ 0.96, tim10-1 inh -4, TIM10 inh -13, mIAP inh 4, mIAP act 0.96, NALP3 yeast inh 24, hIAP inh 4, ATG4B inhibitor -4 and Apaf-1 inh 4.
Screening CC(=O)N(c1c(C)n(C)n(-c2ccccc2)c1=O)C1(C(=O)NC2CCCCC2)CCCCC1 returned hIAP activ 1.1, tim10-1 inh 11, TIM10 inh 1, mIAP inh -3, mIAP act 1, NALP3 yeast inh 0, hIAP inh -7, ATG4B inhibitor 3 and Apaf-1 inh 0.
For c1ccc(SCCCCN2CCOCC2)cc1 the results were hIAP activ 0.91, tim10-1 inh -37, TIM10 inh -33, mIAP inh -2, mIAP act 1, NALP3 yeast inh 32, hIAP inh 9, ATG4B inhibitor 2 and Apaf-1 inh -4.
Screening Cc1nsc(Nc2ccccc2)c1C#N returned hIAP activ 1.1, tim10-1 inh -11, TIM10 inh -3, mIAP inh 6, mIAP act 0.94, NALP3 yeast inh 26, hIAP inh -14, ATG4B inhibitor -2 and Apaf-1 inh 4.
For CN(C)CCCNC(=O)c1cc(C(=O)c2ccc(F)cc2)c[nH]1 the results were hIAP activ 1, tim10-1 inh 5, TIM10 inh -11, mIAP inh -8, mIAP act 1.1, NALP3 yeast inh 4, hIAP inh -2, ATG4B inhibitor -2 and Apaf-1 inh -3.
Screening CCOC(=O)/C(C#N)=C/Nc1cc(F)ccc1C returned hIAP activ 1.4, tim10-1 inh 8, TIM10 inh -7, mIAP inh -5, mIAP act 1.1, NALP3 yeast inh -4, hIAP inh -42, ATG4B inhibitor -4 and Apaf-1 inh -3.
`COc1ccccc1NC(=O)CCSc1nnnn1C` gave hIAP activ 1.1, tim10-1 inh -6, TIM10 inh -3, mIAP inh 3, mIAP act 0.97, NALP3 yeast inh -2, hIAP inh -15, ATG4B inhibitor 3 and Apaf-1 inh 9.

A section from the list above:
For CCN=C(NCC)SC1CC(=O)N(c2cccc(OCC)c2)C1=O (centres undefined) the results were hIAP activ 1, tim10-1 inh 16, TIM10 inh 19, mIAP inh -10, mIAP act 1.1, NALP3 yeast inh 2, hIAP inh -1, ATG4B inhibitor 0 and Apaf-1 inh 2.
Screening Cc1onc(-c2ccccc2)c1C(=O)NCCSCc1ccco1 returned hIAP activ 1, tim10-1 inh -1, TIM10 inh -5, mIAP inh 6, mIAP act 0.94, NALP3 yeast inh 20, hIAP inh -2, ATG4B inhibitor 2 and Apaf-1 inh -3.
